CAL PDZ FP: inhibitors of human CAL PDZ peptide binding; purified CAL PDZ, TMR-peptide fluorescence polarization, 1 h; 330,000 compounds, 0.02% hits; AID 504414; Q9HD26; inhibition, % at 20 µM;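 active means highest replicate inhibition of at least 40%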;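 further: plate controls were DMSO neutral control wells for no effect and unlabeled competitor peptide control wells for full effect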
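Read-out basis: mP drop reported as inhibition | Assay system: Tagged CAL PDZ protein CerCALP, purified | Benchmarks: Unlabelled peptide for full inhibition, DMSO wells as neutral | Schedule: 1 h incubation at room temperature before polarization reading | Buffer or medium: Sodium phosphate/NaCl buffer pH 7.4 with TCEP, IgG, Thesit | Doses: Single point, 20 µM | Measured by: Fluorescence polarization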
Tat export inh: blocks Tat-dependent protein export in E. coli. AID 488895. inhibition, % at 10 µM. E. coli MC4100 TorA-mCherry Tat export, fluorescence. 340,000 compounds, 0.036% hits;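 active means mean replicate inhibition at least 50% and at least half of replicates individually reaching 50%; inconclusive means only one of the two criteria met; inactive means neither criterion met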;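 further: exported cargo escapes ClpAP degradation while cytoplasmic cargo is degraded and loses fluorescence; 0% = median of neutral control wells and 100% = median of NaSCN control wells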
phage Ecoli inh: E. coli growth loss with phage present; inhibition, % at 11.9 µM; AID 651602; growth absorbance; 360,000 compounds, 0.26% hits; in the data active means inhibition above about 11%
E coli growth: bacterial growth inhibition, counter-screen for AddAB inhibitors | AID 449728 | E. coli V3065 growth, OD600 absorbance, 18 h | inhibition, % at 11.9 µM | 330,000 compounds, 0.27% hits;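 active means inhibition above the campaign's mean inhibition across all tested compounds plus 3 SD, cut at about 9.9% in these data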;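 further: uninfected addAB+ strain grown without phage in ampicillin broth; 0% = DMSO wells and 100% = ciprofloxacin 0.95 µg/ml wells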
Wnt bcat act: activates Wnt/beta-catenin signaling in a reporter cell assay | activator, plate reader | activation, % at 9.35 µM | 300,000 compounds, 1.2% hits | AID 743398; in the data active means activation above about 30%, passing the limit was not always enough; inconclusive means no clear call, values can overlap the other calls;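 further: 0% = neutral control wells and 100% = positive control wells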
PvdQ acylase: P. aeruginosa PvdQ acylase inhibition. purified PvdQ acylase, fluorescence plate reader. inhibition, % at 10 µM. 340,000 compounds, 0.063% hits. AID 488965; in the data active means inhibition above about 30%, passing the limit was not always enough; inconclusive means no clear call, values can overlap the other calls;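 further: 0% = vehicle neutral wells and 100% = reference inhibitor wells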
PfHsp90 set2: inhibits growth of yeast expressing Plasmodium falciparum Hsp90; inhibition, % at 9.4 µM; S. cerevisiae expressing PfHsp90, BacTiter-Glo ATP, 48 h; yeast lacking PDR1 and PDR3 efflux regulators; 310,000 compounds, 0.32% hits; AID 504621;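 active means every replicate shows inhibition above about 80%, whatever the replicate mean, limit read from the data; inconclusive means mean inhibition reaches the set limit but some replicate falls short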;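 further: 0% = DMSO neutral controls and 100% = 20 µM radicicol positive controls; yeast relying on Plasmodium falciparum Hsp90 in place of its own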
DAGLB inhibitor: diacylglycerol lipase beta (human) inhibition; HEK293T DAGLB membrane lysate, EnzChek fluorogenic substrate; inhibition, % at 5.17 µM; 340,000 compounds, 0.059% hits; AID 504411; in the data active means inhibition above about 34%;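 further: 0% = enzyme with vehicle and 100% = wells lacking enzyme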
Target sequence (Q8NCG7 whole entry, looked up): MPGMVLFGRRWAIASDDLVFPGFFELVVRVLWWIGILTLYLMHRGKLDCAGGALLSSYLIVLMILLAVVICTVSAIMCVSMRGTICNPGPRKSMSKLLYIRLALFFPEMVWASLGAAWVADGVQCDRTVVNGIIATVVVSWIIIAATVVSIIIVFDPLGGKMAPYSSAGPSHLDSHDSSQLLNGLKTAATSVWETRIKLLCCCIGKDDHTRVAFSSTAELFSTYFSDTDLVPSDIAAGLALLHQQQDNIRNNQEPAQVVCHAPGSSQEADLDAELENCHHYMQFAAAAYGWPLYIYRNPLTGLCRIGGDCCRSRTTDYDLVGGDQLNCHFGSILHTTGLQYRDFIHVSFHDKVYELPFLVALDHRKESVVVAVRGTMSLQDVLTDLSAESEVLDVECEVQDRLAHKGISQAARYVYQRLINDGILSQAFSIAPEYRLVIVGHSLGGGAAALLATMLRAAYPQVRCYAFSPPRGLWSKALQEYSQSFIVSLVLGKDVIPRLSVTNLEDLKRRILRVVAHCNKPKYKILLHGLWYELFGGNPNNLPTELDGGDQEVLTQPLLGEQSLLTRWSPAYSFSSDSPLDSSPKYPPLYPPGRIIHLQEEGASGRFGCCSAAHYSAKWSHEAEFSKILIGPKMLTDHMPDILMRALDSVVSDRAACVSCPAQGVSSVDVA
AddAB inh: less growth of phage-infected E. coli with AddAB; inhibition, % at 11.9 µM; 330,000 compounds, 0.29% hits; E. coli expressing H. pylori AddAB, absorbance growth; in the data active means inhibition above about 12%;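 further: 0% = vehicle wells of infected cells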
Rtt109 Vps75: C. albicans Rtt109 histone acetyltransferase inhibition | inhibition, % at 34.9 µM | 330,000 compounds, 0.16% hits | Q5AAJ8 | purified Rtt109/Vps75, ThioGlo CoA-SH fluorescence, 4 h;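 active means inhibition of at least 50% in every replicate; inconclusive means best replicate reaches 50% inhibition but some replicates fall short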
Target sequence (Q5AAJ8 whole entry, looked up): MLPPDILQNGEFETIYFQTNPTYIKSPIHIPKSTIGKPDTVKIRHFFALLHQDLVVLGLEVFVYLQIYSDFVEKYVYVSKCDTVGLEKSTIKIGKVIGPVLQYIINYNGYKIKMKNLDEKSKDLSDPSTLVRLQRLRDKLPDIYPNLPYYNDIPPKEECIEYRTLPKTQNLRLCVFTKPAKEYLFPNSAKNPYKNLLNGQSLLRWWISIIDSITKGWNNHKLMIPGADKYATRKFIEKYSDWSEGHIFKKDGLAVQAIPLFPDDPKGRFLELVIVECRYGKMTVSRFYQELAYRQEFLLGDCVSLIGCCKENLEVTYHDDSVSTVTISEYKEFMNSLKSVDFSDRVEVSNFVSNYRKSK
An asterisk follows results filed as active; ? = inconclusive; . = no result given; & = joins results of further samples.

| smiles | DAGLB inhibitor | Tat export inh | Rtt109 Vps75 | phage Ecoli inh | PvdQ acylase | E coli growth | AddAB inh | Wnt bcat act | PfHsp90 set2 | CAL PDZ FP |
| --- | --- | --- | --- | --- | --- | --- | --- | --- | --- | --- |
| CCc1nc2ccccc2c(C(=O)Oc2cccc3cccnc23)c1C | -7 | 2 | -56 | 4.0 | -16 | -1.4 | 1.6 | . | -19 | 23 |
| CC1CCN(S(=O)(=O)c2cccc(C(N)=O)c2)CC1 | -2 | -7 | -10 | 4.5 | -12 | 0.7 | 2.1 | -1 | 20 | -1.9 |
| O=C(CCC(=O)N1CCOc2ccccc21)NCCCN1CCOCC1 | 2 | -4 | -2 | 2.1 | 3 | 0.0 | -0.8 | 0 | -36 | 0.4 |
| Fc1ccc(C2=NOC(c3nnc(-c4ccccc4)o3)C2)cc1 (stereo not given) | -2 | 4 | -3 | 2.1 | -14 | 0.0 | 1.6 | 1 | -38 | 0.9 |
| COc1ccc(CNC(=O)CCOc2ccc(C(C)(C)C)cc2)cc1 | -6 | 9 | 3 | 1.4 | -12 | 0.9 | -6.8 | . | 2 | -0.9 |
| Cc1ccc(N(CC(=O)N2CCOCC2)S(C)(=O)=O)cc1 | 0 | -5 | 6 | 5.7 | -14 | -0.4 | 1.2 | -2 | 11 | -0.4 |
| O=C(CN1C(=O)CNC1=O)Nc1ccc(Cl)cc1 | 2 | 0 | -13 | 0.3 | -11 | -0.1 | 2.5 | 3 | -11 | 1.1 |
| O=C(CSc1nnc(NC(=O)c2ccccc2F)s1)NC1CC1 | 1 | 0 | 1 | -1.8 | -10 | -0.1 | 4.7 | 9 | 17 | -1.4 |
| O=C(O)c1ccccc1Nc1ccc([N+](=O)[O-])cc1C(=O)O | 4 | 1 | 11 | 3.1 | -8 | 1.1 | 1.4 | 2 | -31 | -1.2 |
| CCCCOC(=O)Nc1ccc(S(=O)(=O)Nc2ncccn2)cc1 | . | 0 | ? | 1.6 | 4 | -0.7 | 4.4 | 4 | -8 | -0.3 |
| CC(NS(=O)(=O)c1ccc(Br)cc1)C(=O)NC1CCCCCC1 (stereo not given) | 0 | 11 | 1 | 0.1 | -6 | . | . | -2 | 20 | -2.7 |
| CC(C)=CCC/C(C)=C/CNC(=O)CC1C[C@H](C(=O)N2CCCCC2)[C@@]2(C)c3[nH]c4ccccc4c3CCN2C1=O (stereo not given in full) | 0 | -7 | -3 | 0.2 | -4 | -0.2 | -0.5 | 0 | -15 | 0.7 |
| O=C(O)c1ccc(N/N=C/c2ccc3ncccc3c2)cc1 | 0 | -6 | 4 | 1.0 | -10 | 3.3 | 2.4 | 9 | -11 | 1.8 |
| CSc1nsc(SCc2ccc(F)cc2)n1 | -7 | 3 | -14 | 1.4 | -11 | -2.5 | 0.7 | . | -2 | 0.1 |
| C(=N\Nc1nc(-c2ccccc2)cs1)/c1ccco1 | 0 | -2 | 3 | 2.7 | 13 | -0.7 | 4.3 | . | 5 | 1.4 |
| O=C(O)CCCN1C(=O)C2C3CC(C2C1=O)C1C(c2ccccc2)c2sc(=O)n(-c4ccccc4)c2SC31 (stereo not given) | 2 | 6 | 4 | 3.8 | -6 | -1.7 | 2.8 | -8 | 0 | -0.5 |
| CC[C@H](C)C(C(=O)N1CCN(C(=O)OC(C)(C)C)CC1)n1cc(C(CC(C)C)NC(=O)OC(C)(C)C)nn1 (stereo not given in full) | 2 | 5 | -1 | 2.9 | -18 | -1.5 | 3.7 | 1 | 15 | -1.3 |
| O=C(O)c1ccccc1OCCOc1ccccc1 | 1 | 2 | 4 | 3.1 | -9 | 2.9 | 3.3 | -1 | -7 | 0.1 |
| Cc1ccc(Cn2nnnc2CN2CCC(NC(=O)c3ccccc3F)CC2)cc1 | 0 | -9 | -2 | -0.9 | -3 | 0.7 | 4.3 | . | -13 | -0.9 |
| COc1ccc(CNC(=O)COC(=O)/C=C/c2cccc(Cl)c2)cc1 | -4 | 9 | -2 | 3.0 | -8 | -0.4 | -2.5 | -2 | . | -0.6 |
| O=C1CN(C(=O)c2ccccc2)C(c2ccc(F)cc2)c2cc(Br)ccc2N1 (stereo not given) | -1 | 9 | 0 | 1.7 | -12 | -0.4 | 1.4 | -2 | 36 | -1.4 |
| C/C=C(/C)C(=O)Nc1cccc(C2=NOC3(C2)C[C@H](C(N)=O)N(C(=O)c2ccc(Cl)cc2)C3)c1 (stereo not given in full) | -3 | ? | 11 | 1.6 | -8 | -2.6 | 0.8 | -4 | -14 | 0.0 |
| O=C(OCc1c(Cl)cccc1Cl)c1cccnc1 | -2 | 6 | . | 2.2 | 2 | 0.3 | 2.1 | . | -3 | -0.4 |
| COc1ccc(Cl)cc1S(=O)(=O)N1CCCC(C(=O)NCCc2ccccc2)C1 (stereo not given) | -1 | -7 | 17 | 0.6 | 4 | -0.2 | 1.1 | 0 | 21 | -2.0 |
| CCCN(CCC)CCNC(=O)c1cc2c(C)nc3ccccc3c2o1 | 0 | 0 | 2 | 2.3 | -7 | 0.0 | 1.8 | -5 | 2 | -1.7 |
| S=C(c1cn(CCOc2cccc3ccccc23)c2ccccc12)N1CCCC1 | -2 | -7 | 6 | 4.5 | 6 | -0.4 | -1.0 | -6 | -26 | -0.2 |
| c1csc(-c2nc(N3CCCCC3)no2)c1 | -16 | 7 | -2 | 0.6 | 0 | 0.2 | -1.6 | 35* | -17 | -0.8 |
| Cc1cc(C(=O)CSc2ccc(F)cc2)cc(C)c1OC(=S)N(C)C | -1 | 0 | 1 | 3.8 | 12 | 2.2 | 1.7 | -7 | 24 | -1.0 |
| COc1ccc(CCNC(=O)c2ccc(Cl)cc2Cl)cc1 | -1 | -2 | -4 | 2.2 | -13 | -2.4 | 1.9 | 2 | . | -1.1 |
| COc1ccc(C(=O)N/N=C(\C)Cn2cnc([N+](=O)[O-])n2)cc1 | -3 | -9 | 1 | 2.0 | -14 | -0.9 | 1.4 | -1 | 21 | -0.3 |
| CC1CC(C)(C)CC2(C1)NC(=O)N(CC(=O)Nc1ccc(N3CCCCC3)cc1)C2=O (stereo not given) | 2 | 0 | 15 | 0.1 | 0 | -0.2 | -0.4 | -1 | -30 | -0.4 |
| CCOc1ccccc1N(CC(=O)Nc1ccc2c(c1)OCO2)S(C)(=O)=O | 1 | 3 | -7 | 1.4 | -8 | 0.8 | 2.4 | -4 | . | -1.3 |
| CCC(=O)Nc1nonc1-c1nc2ccccc2n1N(C(=O)CC)C(=O)CC | 2 | 0 | -10 | 1.6 | -4 | -0.9 | 1.1 | -5&0 | -12 | . |
| Cc1ccc(N(CC(=O)NCc2ccc(F)cc2)C(=O)CCC(=O)Nc2ccccn2)cc1C | 2 | 1 | 4 | -0.9 | -14 | -1.5 | 1.4 | -3 | -29 | -2.2 |
| O=C1CSC(c2ccccc2[N+](=O)[O-])N1CCc1ccccc1 (stereo not given) | 0 | 2 | 1 | 4.7 | -14 | -0.7 | 3.0 | -5 | 7 | -0.3 |
| Cc1nn(C)c(Oc2ccccc2)c1CCNS(=O)(=O)c1ccccc1 | -1 | -14 | 3 | 1.5 | 1 | 0.6 | 2.5 | -5 | 22 | -1.2 |
| Oc1ccc(CCNc2c3ccccc3nc3ccccc23)cc1O | -1 | -2 | -8 | 2.2 | -17 | 4.6 | 3.8 | 0 | 14 | -1.1 |
| COc1cc(NC(=O)c2cccnc2Sc2ccc(Cl)cc2)cc(OC)c1OC | -1 | 0 | -5 | 1.5 | 9 | -0.4 | 0.9 | -2 | 6 | -0.7 |
| COc1cc(C(N)=O)ccc1OCc1ccccc1 | -3 | -5 | 6 | 1.3 | -12 | 0.5 | -0.1 | 5 | -2 | -3.6 |
| CCOC(=O)C1CCCN(C(=O)C2CCN(S(=O)(=O)CC)CC2)C1 (stereo not given) | 0 | -3 | 1 | 2.5 | -5 | 0.7 | 3.0 | 0 | -5 | -0.3 |
| Cc1ccc(/C=N\NC(=O)C2CC(=O)N(c3ccccc3)C2)o1 (stereo not given) | . | -3 | -8 | 0.5 | -14 | 0.2 | 0.9 | 14 | 3 | -1.1 |
| CC(C)c1nnc(SCC(=O)NCc2ccco2)n1C | -1 | 1 | -6 | 0.0 | 10 | -0.8 | 2.9 | 5 | 1 | -2.4 |
| NS(=O)(=O)c1ccc(CCNC(=O)CN2C(=O)NC(c3ccccc3)(c3ccccc3)C2=O)cc1 | 0 | -2 | 2 | 2.1 | -10 | -1.1 | 0.4 | -2 | -8 | 0.2 |
| CC1(c2cccc(Br)c2)NC(=O)N(CC(=O)N2CCN(C(=O)c3ccco3)CC2)C1=O (stereo not given) | 0 | 0 | -1 | 2.1 | -17 | 1.2 | 3.9 | 0 | -14 | -0.9 |
| COC(=O)C1=C(N)Oc2cc(C)n(C)c(=O)c2C1c1ccc(Cl)c(Cl)c1 (stereo not given) | -1 | -5 | -4 | 3.6 | 2 | 0.8 | 3.5 | . | 22 | -0.8 |
| O=c1[nH]c(CSc2nnc(Cc3ccccc3)o2)nc2ccccc12 | 2 | -7 | -13 | 3.2 | -15 | 1.4 | 2.7 | 1 | -29 | -0.1 |
| COc1cccc(/C=C2\SC(=S)N(CCCC(=O)N3CCCCC3CCO)C2=O)c1 (stereo not given) | 2 | 9 | 18 | 1.3 | -17 | -2.8 | -1.2 | -7 | -40 | -0.2 |
| CC(=O)c1ccc(-c2cccs2)s1 | -5 | 0 | -6 | 3.4 | -2 | -2.2 | -0.4 | 1 | 3 | -2.3 |
| Cc1ccc(-n2ncc3c(=O)n(CC(=O)Nc4cccc(Cl)c4)cnc32)cc1C | -2 | 1 | -6 | 3.1 | -9 | 0.5 | 1.8 | . | -7 | 0.2 |
| CC1CCN(c2ccc3nnc(CCC(=O)Nc4cccc(F)c4)n3n2)CC1 | -2 | 6 | 12 | 1.2 | -13 | 0.4 | -1.2 | -2 | -9 | -3.8 |
| COc1cc2c(cc1OC)C(c1cc3cccc(C)c3[nH]c1=O)N(C(=O)c1ccco1)CC2 (stereo not given) | 1 | -13 | 6 | 0.3 | -3 | -1.4 | 1.9 | -2 | 9 | -3.3 |
| CN(C)S(=O)(=O)Oc1cccc(C(=O)Nc2ccccc2Cl)c1 | 0 | 4 | 1 | 2.8 | -14 | 1.8 | 2.3 | 14 | . | . |
| Cc1ccc(NC(=O)CSc2ccccn2)cc1S(=O)(=O)N1CCOCC1 | -3 | 1 | 7 | 3.9 | -1 | 2.0 | 4.2 | -2 | 18 | -0.7 |
| COc1ccc(CNC(=O)CCSCc2ccc(C)cc2)cc1 | -5 | -1 | 8 | 0.6 | -1 | 0.7 | -1.4 | 0 | -1 | -1.8 |
| CCc1ccc2nc(NC(=O)CN3C(=O)NC4(CCCC4)C3=O)sc2c1 | 0 | 3 | 5 | 4.6 | 12 | -3.0 | -1.5 | -4 | . | -0.2 |
| C=CCN1N=C(/C=C/c2ccc(C)cc2)CCC1=O | -5 | 7 | -10 | 3.6 | 23 | -0.1 | 2.4 | 6 | 14 | 0.1 |
